hgDAF12 agonist = H. glycines DAF-12 receptor agonists, primary screen, cell-based, luminescence, HEK293, GAL4 fusion, UAS-luciferase; Nuclear hormone receptor DAF-12 (Heterodera glycines), GAL4 fusion; HEK293 GAL4-hgDAF12 UAS-luciferase reporter, agonist luminescence; normalized to butyrate control; activation, % at 6.8 µM; hit rate 1.8% among 370,000; AID 687014, 2013;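 active = activation above a cutoff set at the mean of all screened compounds plus 3 SD, cut at about 10% in these data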;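 note: 0% = DMSO wells and 100% = sodium butyrate wells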
DAX1 inh-1 = DAX1 (NR0B1) inhibitors on StAR promoter, primary screen, cell-based, luminescence, SF-1 (NR5A1), full-length DAX-1 | hit rate 1.1% among 370,000 | inhibition, % at 6.8 µM | HEK293T StAR-luciferase reporter, SF-1/DAX-1 repression relief | AID 652010, 2013;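 active = inhibition above the mean over all tested compounds plus 3 SD, cut at about 3.6% in these data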;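 note: 0% = DAX-1 cells with DMSO and 100% = cells lacking DAX-1 with DMSO; higher inhibition means more luminescence from relief of DAX-1 repression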
NPR1 activator = GC-A stimulated cGMP production enhancers – HEK293 GC-A cells, cGMP TR-FRET, EC30 ANP, primary screen; Atrial natriuretic peptide receptor 1 (Homo sapiens), P16066; 0% at EC30 ANP, 100% saturating ANP; activation, % at 10 µM; hit rate 0.14% among 370,000; in the data active = activation above about 40%
ADAM10 inh = human ADAM10 inhibitors, primary screen, biochemical, QFRET, HTS. hit rate 0.62% among 370,000. inhibition, % at 7 µM. recombinant ADAM10, EDANS/DABCYL FRET peptide cleavage, 3 h. Disintegrin and metalloproteinase domain-containing protein 10 (Homo sapiens), O14672. AID 720582, 2013;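 active = inhibition above a per-campaign cutoff equal to the mean of compounds falling between control-based bounds plus 3 SD, cut at about 20% in these data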;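 note: 0% = DMSO wells while the 100% control is not disclosed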
Target sequence (O14672 214-748 limits assumed): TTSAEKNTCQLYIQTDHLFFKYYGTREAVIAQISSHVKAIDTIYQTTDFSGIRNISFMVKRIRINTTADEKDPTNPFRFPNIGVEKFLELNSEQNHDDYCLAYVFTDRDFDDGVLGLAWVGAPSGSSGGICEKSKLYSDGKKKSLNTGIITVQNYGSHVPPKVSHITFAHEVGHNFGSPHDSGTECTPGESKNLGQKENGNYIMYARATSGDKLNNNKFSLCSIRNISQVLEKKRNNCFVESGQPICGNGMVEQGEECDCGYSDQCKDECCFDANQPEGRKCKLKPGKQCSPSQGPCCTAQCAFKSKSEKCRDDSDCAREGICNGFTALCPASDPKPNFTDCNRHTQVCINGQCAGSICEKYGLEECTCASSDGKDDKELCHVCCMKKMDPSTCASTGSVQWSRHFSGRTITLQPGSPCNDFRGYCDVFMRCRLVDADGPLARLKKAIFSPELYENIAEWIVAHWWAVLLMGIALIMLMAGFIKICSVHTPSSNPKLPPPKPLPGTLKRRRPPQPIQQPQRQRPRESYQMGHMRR
GAA850 FXN act = FXN promoter activators, primary screen, cell-based, luciferase luminescence, HEK293 lucGAA850; activation, % at 6 µM; hit rate 0.56% among 360,000; HEK293 lucGAA850 FXN promoter luciferase reporter, 24 h; percent of 10 µM SAHA response;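 active = activation above the average of all compounds screened plus 3 SD, cutoff fixed separately per campaign, cut at about 7.5% in these data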;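 note: 0% = DMSO wells and 100% = 10 µM SAHA wells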
DAX1 inh-2 = DAX1 (NR0B1) inhibitors, primary screen, cell-based, HEK293, Gal4-DAX1, luciferase luminescence. HEK293 Gal4-DAX1 luciferase reporter. inhibition, % at 6.75 µM. hit rate 0.99% among 340,000. AID 504766, 2011;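 active = inhibition above the mean over all tested compounds plus 3 SD, cut at about 4.2% in these data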;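 note: 0% = DAX1-transfected cells with DMSO and 100% = empty-vector control cells with DMSO; inhibition shows as a rise in luminescence from relieved DAX1 repression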
Target sequence (P51843 207-470 limits assumed): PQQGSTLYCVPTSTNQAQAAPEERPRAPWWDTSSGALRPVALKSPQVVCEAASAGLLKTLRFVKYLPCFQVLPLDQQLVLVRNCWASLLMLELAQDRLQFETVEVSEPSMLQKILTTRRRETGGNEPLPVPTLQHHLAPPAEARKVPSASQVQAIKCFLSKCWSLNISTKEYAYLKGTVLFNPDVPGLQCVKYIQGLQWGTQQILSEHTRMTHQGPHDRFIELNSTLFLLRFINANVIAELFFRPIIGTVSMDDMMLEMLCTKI
SMARCA2 activ = SMARCA2 (BRM) function activators, primary screen, cell-based, luminescence, high throughput; MG213 cells, MMTV-luciferase reporter, dexamethasone, overnight; activation, % at 9.1 µM; hit rate 1% among 370,000; AID 652017, 2013; in the data active = activation above about 7.8%;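 note: 0% = vehicle wells and 100% = reference activator wells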
ssDAF12 agonist = S. stercoralis DAF-12 nuclear receptor activators, primary screen, cell-based, luminescence, HEK293, GRIP1 co-expression, lit1-tk-luc | Nuclear hormone receptor DAF-12 (Strongyloides stercoralis) | AID 652126, 2013 | hit rate 1% among 370,000 | activation, % at 6.8 µM | HEK293 ssDAF-12/GRIP1 lit1-tk-luc reporter; % of 3 µM dafachronic acid response;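 active = activation above the mean over all tested compounds plus 3 SD, cut at about 0.9% in these data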;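 note: 0% = DMSO-only wells and 100% = 3 µM delta7-dafachronic acid wells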
hcDAF-12 act = H. contortus DAF-12 nuclear receptor activators, primary screen, cell-based, luminescence, HEK293, lit1-tk-luc reporter | AID 652067, 2013 | activation, % at 6.8 µM | HEK293 hcDAF-12 lit1-tk-luc reporter; 0% DMSO, 100% Δ7-dafachronic acid | hit rate 1.4% among 370,000;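 active = activation above the mean of all tested compounds plus 3 SD, cut at about 5.5% in these data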;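 note: 100% = response to 3 µM Δ7-dafachronic acid high control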
ADAM17 inh = ADAM17 inhibitors, primary screen, biochemical, QFRET | recombinant ADAM17, EDANS/DABCYL FRET peptide cleavage | inhibition, % at 6.95 µM | hit rate 0.83% among 370,000;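 active = inhibition above the mean of compounds lying between control limits plus 3 SD, set per campaign, cut at about 8.5% in these data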;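 note: 0% = DMSO-only wells as the low control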
PG9 binder = binders of HIV-1 gp120 antibody PG9, primary screen, biochemical, TR-FRET; HIV-1 gp120 / PG9 antibody interaction; TR-FRET gp120-PG9 antibody binding; inhibition, % at 6.7 µM; hit rate 0.43% among 360,000; in the data active = inhibition above about 8.5%
* = called active by the depositor; . = no result given.

SMILES | hgDAF12 agonist | DAX1 inh-1 | NPR1 activator | ADAM10 inh | GAA850 FXN act | DAX1 inh-2 | SMARCA2 activ | ssDAF12 agonist | hcDAF-12 act | ADAM17 inh | PG9 binder
COC(=O)Cc1nnn2c1[C@H](C)[C@@H](OC)c1cccc(Cl)c1-2 | 1.3 | 0.2 | 1 | -10 | . | . | -6 | -1.0 | -0.9 | -2 | 1.1
Cc1ccccc1-c1csc(N)n1 | 1.3 | 1.8 | 4 | -86 | 3.1 | 0.7 | -2 | -0.2 | 0.3 | -21 | -1.9
CCN(CC(=O)Nc1cc(Cl)ccc1C)C(=O)CSCc1ccccc1 | -2.0 | -0.4 | 0 | -8 | -0.1 | 0.1 | -2 | -0.5 | 0.1 | 4 | 0.9
O=C(CNc1cccc(S(=O)(=O)N2CCCCC2)c1)Nc1ccc(C(F)(F)F)cc1 | -0.1 | -6.9 | 2 | 28* | -1.4 | -2.2 | -5 | -1.2 | -2.9 | 10* | -0.7
CSc1ncccc1C(=O)NCc1ccc(C)cc1 | 0.8 | -0.3 | 0 | 10 | 3.0 | 0.2 | 1 | -1.5 | -0.4 | -4 | 0.1
CC1CCN(c2ccc3nnc(CCC(=O)N4CCN(c5ccc(F)cc5)CC4)n3n2)CC1 | -0.9 | -0.1 | -4 | -3 | 0.0 | -0.5 | -3 | -1.1 | -2.6 | -4 | -0.9
COc1cccc(CNC(=O)C2CCN(S(=O)(=O)c3cnc[nH]3)CC2)c1 | 0.0 | 0.6 | 2 | 2 | 0.1 | 0.6 | -2 | -0.4 | -0.1 | -5 | -0.1
CCOC(=O)Cn1nc2oc(=O)c(CCN3CCN(c4ccccc4OC)CC3)c(C)c2c1C | -0.2 | 0.3 | 4 | -11 | 0.2 | -0.3 | 1 | -1.2 | -0.7 | -1 | -0.7
O=C(c1ccccc1Cl)N1CCN(C(=O)C2CCCO2)CC1 (stereo not given) | -0.9 | -0.1 | 1 | 9 | 1.4 | 0.1 | 0 | -1.3 | 0.3 | 2 | 1.6
Cc1cccc(C)c1NC(=O)C1(C)CN(S(C)(=O)=O)CC(=O)N1CCc1ccccc1F (stereo not given) | -1.2 | -0.6 | -1 | -23 | . | . | -6 | -1.1 | -2.5 | 4 | -0.7
COC(=O)c1ccccc1NC(=O)c1cc(C)no1 | 2.5 | 0.1 | -4 | 4 | -0.1 | -1.0 | 1 | -0.8 | 1.0 | 1 | -1.3
Cc1cc(C)cc(NC(=O)CC23CC4CC(C2)CC(n2nnc(C)n2)(C4)C3)c1 | -0.2 | -0.5 | -4 | 10 | -0.8 | -0.3 | 7 | -0.4 | -2.8 | 3 | 0.2
CCCNC(=O)COC(=O)c1ccccc1OCC(=O)Nc1ccc(Br)cc1 | -0.9 | -0.1 | 7 | -9 | 1.3 | -0.5 | -4 | -1.3 | -0.6 | -5 | -1.3
COCCNCCOc1ccc(C)cc1[N+](=O)[O-] | 1.9 | -0.5 | -1 | 6 | 1.0 | 1.3 | 4 | -2.1 | -0.7 | 4 | -3.4
O=C(COC(=O)Cn1[nH]c(=O)c2ccccc2c1=O)Nc1ccc2c(c1)OCO2 | 0.4 | 3.1 | -3 | 11 | -1.6 | -0.9 | -3 | -1.0 | 0.0 | 4 | -1.4
Cc1nnc2ccc(-c3ccc(NS(=O)(=O)c4ccccc4F)cc3)nn12 | -3.4 | 2.7 | 10 | -2 | 2.9 | 1.7 | 0 | -0.3 | -1.5 | 1 | 0.6
Cc1cccc(NS(=O)(=O)c2ccc(Br)s2)n1 | 0.3 | -0.3 | 3 | -16 | 2.5 | -1.2 | -3 | -0.7 | -0.5 | -4 | 0.1
Fc1ccc2nncc(SCc3ccccc3Cl)c2c1 | -0.1 | 1.1 | 3 | 2 | -0.5 | 1.5 | 0 | -1.7 | 0.2 | 4 | 1.5
O=C(NC(=S)Nc1ccccc1C(=O)O)c1ccc(-c2ccc(Br)cc2)o1 | -2.4 | -0.6 | 7 | -67 | -3.7 | 2.2 | -1 | -1.4 | -2.8 | -18 | 7.5
CCOC(=O)C1(CCOc2ccccc2)CCN(Cc2ccc(C)o2)CC1 | 2.2 | 0.4 | 0 | -4 | -0.7 | 0.5 | -5 | -2.0 | 0.3 | -8 | 0.1
CC(C)CN1CCN(Cc2cnc(N3CCOCC3)s2)CC1CCO (stereo not given) | 0.5 | 0.1 | -3 | -2 | -0.7 | 0.1 | -2 | -1.4 | 2.5 | -6 | -1.1
COc1cc(NC(=S)Nc2ccc3c(c2)OCCO3)cc(OC)c1OC | -1.9 | -0.9 | 0 | -2 | 0.9 | 1.6 | -1 | -1.0 | -2.2 | 1 | -2.5
Cn1cc(-c2ccc3c(c2)OCO3)c2ccccc21 | 2.9 | 0.0 | -2 | -20 | . | . | -2 | -0.3 | 1.9 | -7 | -0.4
O=C(Cn1nnc(-c2ccncc2)n1)Nc1ccc(Oc2ccccc2)cc1 | -1.9 | -0.9 | 3 | -2 | . | . | -5 | -1.4 | -4.1 | 1 | .
O=C1CN(C(=O)c2cc3ccccc3oc2=O)C(c2ccc(F)cc2)c2cc(Br)ccc2N1 (stereo not given) | -2.7 | 0.0 | -18 | -23 | -0.9 | 0.7 | -4 | -2.0 | -0.6 | 0 | -0.4
NC(=O)C1CCN(C(=O)c2cc3c(s2)CCCCC3)CC1 | 4.5 | 1.5 | 7 | -15 | 0.8 | 1.2 | 0 | -0.7 | 3.1 | -2 | -1.9
Cc1ccc(CNC(=O)C2CCC(=O)N2Cc2ccccc2Cl)cc1 (stereo not given) | 1.2 | 0.1 | 1 | -2 | 0.4 | 1.2 | 0 | -1.9 | 1.8 | 1 | -0.3
Oc1c(C(c2ccc(Cl)cc2)N2CCCC2)cc(Cl)c2cccnc12 (stereo not given) | -4.8 | -2.3 | -4 | 14 | -2.0 | -1.7 | -2 | -0.9 | 1.8 | 8 | -0.2
COc1ccc(/C=C2\Oc3cc(OCC(=O)N4CCC[C@H]4C(=O)O)ccc3C2=O)c(OC)c1OC | -1.4 | 0.9 | -1 | -22 | -1.5 | 0.1 | 1 | -1.3 | 1.2 | -5 | -6.1
Cc1cc(C(=O)CS(=O)(=O)c2ccc(F)cc2)cc(C)c1O | 5.2 | 0.4 | -1 | 2 | 3.5 | 1.2 | 1 | -1.3 | 0.3 | -3 | -0.5
COc1ccc(/C=N/N2CCN(Cc3ccccc3)CC2)cc1 | 0.9 | 0.5 | -3 | 5 | 0.2 | -1.0 | 4 | -0.1 | -1.5 | 2 | -1.1
COC(=O)c1ccccc1S(=O)(=O)N1CCC(C(=O)N(C)CCOc2ccccc2)CC1 | 1.0 | 0.4 | 0 | -5 | -1.6 | -0.9 | -2 | -1.1 | 0.1 | 2 | -0.9
CCOC(=O)C1C(=O)Nc2nc3ccccc3n2C1C(C)C (stereo not given) | -1.1 | 0.3 | -3 | 0 | 1.3 | -1.0 | 4 | -1.3 | -2.0 | 2 | -2.0
CC(=O)OC(C(=O)NC1CCCCC1)c1ccccc1F (stereo not given) | 2.0 | 0.2 | 4 | -3 | 0.5 | -0.2 | 5 | -1.1 | 0.9 | -1 | 0.4
C[C@H](CO)N1C[C@H](C)[C@@H](CN(C)S(=O)(=O)c2ccccc2F)Oc2ncc(C#Cc3cccnc3)cc2C1=O | 1.7 | -0.9 | 0 | -17 | -1.1 | -0.3 | -1 | -1.1 | -2.6 | -7 | -1.2
CCOC(=O)c1cnn(-c2ccccc2)c1-n1cccc1C(=O)C(=O)N(CC)CC | 1.1 | -0.1 | 0 | -7 | -0.4 | 2.1 | -2 | -2.1 | 0.0 | 2 | 0.0

Record cards, as listed above. Values in the order: hgDAF12 agonist	DAX1 inh-1	NPR1 activator	ADAM10 inh	GAA850 FXN act	DAX1 inh-2	SMARCA2 activ	ssDAF12 agonist	hcDAF-12 act	ADAM17 inh	PG9 binder
`CC(=O)OC(C(=O)NC1CCCCC1)c1ccccc1F` (stereo not given) is listed as 2.0	0.2	4	-3	0.5	-0.2	5	-1.1	0.9	-1	0.4
`Cc1cc(C)cc(NC(=O)CC23CC4CC(C2)CC(n2nnc(C)n2)(C4)C3)c1` is listed as -0.2	-0.5	-4	10	-0.8	-0.3	7	-0.4	-2.8	3	0.2
`Oc1c(C(c2ccc(Cl)cc2)N2CCCC2)cc(Cl)c2cccnc12` (stereo not given) is listed as -4.8	-2.3	-4	14	-2.0	-1.7	-2	-0.9	1.8	8	-0.2
`COC(=O)Cc1nnn2c1[C@H](C)[C@@H](OC)c1cccc(Cl)c1-2` is listed as 1.3	0.2	1	-10	.	.	-6	-1.0	-0.9	-2	1.1

More structures:
SMILES | hgDAF12 agonist | DAX1 inh-1 | NPR1 activator | ADAM10 inh | GAA850 FXN act | DAX1 inh-2 | SMARCA2 activ | ssDAF12 agonist | hcDAF-12 act | ADAM17 inh | PG9 binder
CC(C)(CNC(=O)c1cccc(NS(=O)(=O)c2ccc(Br)cc2)c1)N1CCOCC1 | -1.1 | -1.3 | 5 | -9 | -0.4 | 0.1 | 0 | -1.1 | -1.1 | -2 | -1.9
Cc1ccc(N2C(=O)CS/C2=C(\C(Cl)=C(Cl)Cl)[N+](=O)[O-])cc1 | 1.8 | -0.5 | -4 | -5 | -1.1 | 1.2 | -2 | -1.2 | 5.1 | 2 | -3.1
COc1ccc(C)c2sc(N(CCN(C)C)C(=O)c3cccc(N4C(=O)CCC4=O)c3)nc12 | 3.1 | -1.1 | 1 | -9 | 2.3 | -2.1 | -1 | -1.2 | 0.3 | -3 | 2.2
Cc1csc(NC(=O)C2CC(=O)N(Cc3ccco3)C2)n1 (stereo not given) | -2.0 | -0.8 | -5 | 6 | 0.4 | 0.0 | -2 | -1.2 | 3.2 | -2 | -0.2
CN1CCCC1=Nc1ccccc1 | 0.9 | 1.2 | 3 | -2 | 1.4 | 0.2 | 1 | -0.9 | 0.1 | -2 | -0.7
O=C(NCCS(=O)(=O)NCC1CCCO1)c1ccccc1 (stereo not given) | 0.6 | 0.9 | 1 | -3 | 1.8 | 1.8 | -1 | -1.0 | -0.1 | 1 | -0.1
O=[N+]([O-])c1ccc(Oc2ccc(-c3nnco3)cc2)c(Cl)c1 | -0.1 | -0.2 | 5 | 3 | 1.0 | -0.4 | -2 | -1.0 | -1.9 | 1 | -0.5
CCOC(=O)CSc1nc2cc3c(cc2cc1C#N)OCO3 | 14* | 3.4 | -3 | -15 | 3.7 | 2.0 | 6 | 0.5 | 3.5 | -7 | 49*
Clc1ccccc1OCCn1cnc2ccccc21 | 3.2 | 0.4 | 9 | -5 | 9.2* | 0.2 | 0 | -0.1 | -0.4 | -2 | 0.3
